Eya2 phos inh = inhibitors of human Eya2 phosphatase activity; O00167; recombinant Eya2, OMFP fluorescence dephosphorylation (OMFP is methylfluorescein phosphate); Potency, µM (series often up to 76.9 µM), without a hit: at the top dose activity, negative = inhibition, hits mostly inhibitors; 0.006% of 330,000 active; further: potency means the concentration at half of the fitted maximal effect; on the % scale 0 is the no-effect control and ±100 the full control effect
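Eya2 (0.2 uM) preincubated 10 min at ambient with compound, then OMFP substrate added at 50 uM; 10 min reaction in 50 mM HEPES pH 7.5, 50 mM NaCl, 5 uM MgCl2, 0.05% BSA, 1 mM DTT. Fluorescence read at Ex 485/Em 525 nm.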
Mito fusion act = blocks mitochondrial division or promotes mitochondrial fusion; AID 485298; 0.23% of 320,000 active; S. cerevisiae fusion-defective mutant growth rescue, CellTiterGlo 48 h; Potency, µM (top dose mostly 46.1 µM), for the others: top-dose growth rescue (activation), actives largely listed as activators;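 further: potency means the concentration at half of the fitted maximal effect; % of control where 0% means no effect; nearly all actives have a fitted effect of over 45% in size; temperature-sensitive fusion mutants such as fzo1-1 at 37 °C on non-fermentable ethanol glycerol medium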
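Read-out: ATP-based luminescence (CellTiterGlo, 10 min ambient) reporting growth of fusion-defective ts yeast after 48 hours at 37C on glycerol/ethanol YPEG medium in the presence of compound.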
PTAP TSG101 blk = blocks PTAP/TSG101 interaction to inhibit HIV-1 budding; Potency, µM (series often up to 115 µM), for inactives: at the highest dose activity change, negative = inhibition, usual class: inhibitors; 340,000 tested, under 10 active; Q99816; Fluorescence polarization, FITC-PTAP peptide / Tsg101 binding; active means well fitted inhibition curve with a large enough effect in the main read-out, with a control signal flat, not every such curve was filed as active; inconclusive means small, poorly fitted or top-dose-only effect, or effect the other way, or a change in a side signal; inactive means no such curve, though single readings can be large or run the other way; further: potency means the concentration at half of the fitted maximal effect; % of control where 0% means no effect
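FP read-out: FITC-PTAP peptide, 50 nM final, binding Tsg101 binding domain, 10 uM final; 20 min, r.t.; 10 mM HEPES pH 7.5, 0.15 M NaCl, 0.01% Tween 20, 3 mM EDTA, 0.1 mM TCEP.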
a7 integrin act = integrin-mediated muscular dystrophy alleviation activation. alpha7betagal myoblasts, beta-gal FDG fluorescence, 48 h. Potency, µM (doses to about 38.3 µM), for the others: at the top dose activation, most hits filed as activators. 0.064% of 350,000 active. AID 624291;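 further: potency means the concentration at half of the fitted maximal effect; 100% = response of the positive control SU9516; nearly all actives have a fitted effect of over 60% in size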
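alpha7betagal+/- myoblasts (passage 13, 250/well) treated 48 h at 37C with compounds at 1:260 dilution of DMSO stock. Lysed, then beta-galactosidase activity read as FDG fluorescence (ex 480/em 540) after 30 min, with pre-read for autofluorescence.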
BCR signal inh = inhibitors of chronic active B-cell receptor signaling. ABC-DLBCL IkBa-CBG/CBR reporter, luminescence ratio, 4 h. Potency, µM (highest dose often 46.1 µM), inactives show top-dose ratio change, negative = lower green/red ratio, hits mostly inhibitors. 0.05% of 340,000 active. AID 493014; active means well fitted inhibition curve with a large enough effect in the signal ratio, with a control signal flat, not every such curve was filed as active; inconclusive means small, poorly fitted or top-dose-only effect, or effect the other way, or a change in a side signal; the % refers to the signal ratio;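 further: potency means the concentration at half of the fitted maximal effect; plate controls were basal doxycycline-induced cells for no effect and cells given 10 µM MG132 for full effect; MG132 reads +100%, hits lower the ratio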
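Compounds up to 46 uM were incubated four hours with TMD8 cells whose green CBG68 luciferase is fused to IkappaBalpha; red CBR luminescence normalised the signal, and concentration-effect curves were fitted to fusion, red and ratio data.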
ELG1 DNA repair = ELG1-dependent DNA repair inhibition; HEK293T ELG1-luciferase reporter, luminescence, 16 h; DNA damage induced by 5-fluorouridine; Potency, µM (series often up to 46.1 µM), for the others: at the highest dose activity change, negative = inhibition, most hits filed as inhibitors; 2.3% of 330,000 active; AID 504467; further: potency means the concentration at half of the fitted maximal effect; on the % scale 0 is the no-effect control and ±100 the full control effect; nearly all actives have a fitted effect of over 55% in size
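5-Fluorouridine DNA damage + compound/DMSO, 2,000 cells/well, 16 h, 37 °C/5% CO2. ONE-Glo, 30 min RT, luminescence. Readout = decrease in reporter signal.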
TSHR antagonist = antagonists of human thyroid stimulating hormone receptor; TSHR-expressing cells, TSH-stimulated cAMP HTRF, 2 h; stronger effect = lower value; activity change, negative = inhibition, % at 11.5 µM; 0.2% of 330,000 active; AID 504810;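 active means activity change below a set negative limit, meaning inhibition stronger than a set level, cut at about -70% in these data; inconclusive means activity change between two set negative limits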; further: on the % scale 0 is the no-effect control and ±100 the full control effect
Target sequence (P16473 whole entry, looked up): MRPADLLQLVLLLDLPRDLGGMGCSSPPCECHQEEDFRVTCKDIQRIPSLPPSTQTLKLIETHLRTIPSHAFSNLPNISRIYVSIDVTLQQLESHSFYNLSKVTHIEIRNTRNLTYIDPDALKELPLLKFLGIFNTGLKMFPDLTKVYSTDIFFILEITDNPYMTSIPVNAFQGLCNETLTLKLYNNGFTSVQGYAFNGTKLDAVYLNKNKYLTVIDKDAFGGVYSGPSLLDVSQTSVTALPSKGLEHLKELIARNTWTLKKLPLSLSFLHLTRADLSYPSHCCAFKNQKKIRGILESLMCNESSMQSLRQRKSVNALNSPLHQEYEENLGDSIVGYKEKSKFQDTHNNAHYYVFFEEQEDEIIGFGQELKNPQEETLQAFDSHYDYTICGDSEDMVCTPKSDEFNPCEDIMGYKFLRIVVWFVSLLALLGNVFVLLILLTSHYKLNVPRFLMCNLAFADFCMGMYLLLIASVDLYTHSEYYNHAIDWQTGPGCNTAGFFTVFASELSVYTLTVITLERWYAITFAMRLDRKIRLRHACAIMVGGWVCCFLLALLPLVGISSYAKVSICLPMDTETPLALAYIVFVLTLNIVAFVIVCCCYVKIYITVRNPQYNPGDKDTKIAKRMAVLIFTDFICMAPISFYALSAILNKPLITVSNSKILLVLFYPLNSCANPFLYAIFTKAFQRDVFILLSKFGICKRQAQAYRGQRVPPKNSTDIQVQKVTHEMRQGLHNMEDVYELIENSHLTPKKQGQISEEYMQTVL
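Cell-based HTRF cAMP assay; TSHR cells + compound, TSH EC80 (4nM final), 2 h, 37 deg C. Lysis with anti-cAMP cryptate and cAMP-d2, 30 min RT, read 665/620 nm.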
A-T KAP1 phos = potential ataxia-telangiectasia treatments restoring KAP-1 phosphorylation; […] A-T fibroblasts, KAP-1 phosphorylation AlphaLISA; neocarzinostatin DNA damage 30 min before lysis; Potency, µM (top dose mostly 57.5 µM), inactives show top-dose activation, actives largely listed as activators; 0.19% of 320,000 active; AID 485349; further: potency means the concentration at half of the fitted maximal effect; % of control where 0% means no effect; nearly all actives have a fitted effect of over 45% in size
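hTERT-immortalized A-T patient fibroblasts ([…]), 500 cells/well in OPTI-MEM, 1% FBS, got compounds for 60 min, then NCS for 30 min at 37C. Lysates were then assayed for phospho-KAP-1 by AlphaLISA (anti-pKAP1 donor, anti-KAP1 acceptor beads), 6 hr at 25C.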
Tb PFK inh = T. brucei PFK enzyme inhibition. O15648. T. brucei PFK, ADP-Glo luminescence. Potency, µM (top dose mostly 57.5 µM), for inactives: at the top dose activity, negative = inhibition, usual class: inhibitors. 0.17% of 330,000 active. AID 485367;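 further: potency means the concentration at half of the fitted maximal effect; 0% = uninhibited 1x PFK enzyme wells and -100% = no-enzyme wells; nearly all actives have a fitted effect of over 60% in size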
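ADP-Glo luminescence quantified ADP after 45 min at room temperature, with 1.25 nM T. brucei PFK, 0.1 mM ATP and 0.5 mM fructose-6-phosphate in pH 8.0 TEA buffer. qHTS titrations up to 57 µM; curves classified by quality.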
TCR act = T cell receptor activation; primary human leukocytes, anti-CD3, IL-2 HTRF, 48 h; Potency, µM (titrated, usually from 9.22 µM), for inactives: at the top dose activation of IL-2 secretion, hits mostly activators; 330,000 tested, under 10 active; AID 504894; further: % of control where 0% means no effect
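48 hr co-incubation of compounds, a-CD3 beads and primary human leukocytes; IL-2 quantified homogeneously by HTRF with anti-IL-2 K and d2 conjugates.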
ASM inhibitor = inhibitors of human secretory acid sphingomyelinase. P17405. placental ASM, HMU-PC fluorogenic substrate, 60 min. Potency, µM (highest dose often 57.5 µM), inactives show at the highest dose activity change, negative = inhibition, hits mostly inhibitors. 0.006% of 340,000 active. AID 504937; further: potency means the concentration at half of the fitted maximal effect
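Fluorescence read-out (Ex 386 nm, Em 447 nm) after stopping the reaction at pH 10. Enzyme: ASM from human placenta; substrate HMU-PC0, 9 uM final; 60 min, 37 °C. Compound preincubation 10 min, ambient temperature.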
Starred values were filed as active, the others as inactive; ? = inconclusive; / = not tested or not shown; & = joins results of further samples; [ ] = another dose, or the depositor's remark. Unless noted, the call rests on the fitted dose curve; in most records, active means well fitted curve in the direction sought with a large enough effect; inconclusive means small, poorly fitted or top-dose-only effect, or another doubt; inactive means no such curve, though single readings can be large; an effect the other way counts as inactive or inconclusive.

cpd	SMILES	Eya2 phos inh	Mito fusion act	PTAP TSG101 blk	a7 integrin act	BCR signal inh	ELG1 DNA repair
1	O=C(O)c1cccc(-n2nc(-c3ccc(Cl)c([N+](=O)[O-])c3)c3ccccc3c2=O)c1	1%	10%	-10%	9%	?	8%
2	CC(Cc1cccs1)NC(=O)CCCn1nnnc1CN1CCOCC1 (configuration not stated)	6%	1%	-3%	7%	-2%	-13%
3	CCOc1ccc(/C=N/NC(=O)CSc2n[nH]c(=O)[nH]c2=O)cc1OC	-25%	1%	-1%	10%	3%	10%
4	Cc1nn(C(C)C(=O)N2CCc3ccccc3C2)c(=O)c2cc3occc3n12 (configuration not stated)	2%	1%	-6%	10%	?	0%
5	COc1ccc(-n2ncc3c(N4CCN(c5cccc(C)c5C)CC4)ncnc32)cc1	-3%	1%	1%	13%	8%	13%
6	CCCOc1cccc(C2/C(=C(/O)c3ccccc3)C(=O)C(=O)N2CCN(C)C)c1 (configuration not stated)	10%	2%	-2%	7%	-2%	-6%
7	CN1CCN(Cc2nc(N)nc(Nc3ccc4c(c3)OCCO4)n2)CC1	6%	1%	-6%	5%	-2%	?
8	Cc1onc(-c2ccccc2)c1C(=O)N=C(N)c1ccc(Cl)cc1	-8%	0%	-5%	7%	17%	11%
9	Nc1nnc(SCCN2C(=O)c3ccccc3C2=O)s1	2%	0%	-5%	-5%	-7%	-6%
10	O=C1CSC(c2cccc(F)c2)N1c1ccccc1 (configuration not stated)	3%	-8%	-2%	-10%	1%	4%
11	C#CCC(NC(=O)c1ccc(C(F)(F)F)cc1)C(=O)NCCC (configuration not stated)	-23%	-11%	-8%	13%	-7%	?
12	Cc1sc2ncnc(Sc3nnnn3-c3ccccc3)c2c1C	17%	0%	-10%	-56%[inhibitor]	?	?
13	Nc1nc(NCc2c(F)cccc2Cl)nn1-c1ccccc1	-7%	-8%	-3%	-6%	?	?
14	NNc1nc2cccnc2n(CCNc2ncc(C(F)(F)F)cc2Cl)c1=O	-10%	-5%	1%	11%	0%	?
15	Nc1nc2ccc(C(=O)NCCOC(=O)C3CCCCC3)cc2s1	-8%	3%	-3%	-13%	?	8%

cpd	TSHR antagonist	A-T KAP1 phos	Tb PFK inh	TCR act	ASM inhibitor
1	-25	-6%	1%	2%	1%
2	9	11%	-7%	-6%	3%
3	-5	-1%	-1%	-3%	2%
4	32	20%	-2%	5%	3%
5	18	2%	2%	-6%	1%
6	6	4%	-3%	-58%	-2%
7	30	?	-1%	0%	3%
8	-9	2%	3%	-1%	0%
9	4	-3%	1%	6%	-1%
10	-15	10%	3%	0%	1%
11	-9	-1%	0%	-3%	-1%
12	-27	8%	1%	1%	-4%
13	-4	4%	-8%	5%	-3%
14	9	3%	-2%	2%	17%
15	-17	1%	8%	-34%	0%

The list continues.
cpd	SMILES	Eya2 phos inh	Mito fusion act	PTAP TSG101 blk	a7 integrin act	BCR signal inh	ELG1 DNA repair
16	Cc1csc(CNC(=O)c2ccc(OC3CCN(CCc4ccccc4)CC3)cc2)n1	4%	-5%	-3%	-15%	1%	?
17	Cc1cc(C)c(NC(=O)CN(C)CC(=O)N(C)CC(=O)Nc2c(Cl)cccc2Cl)c(C)c1	3%	-1%	-7%	27%	-3%	-5%
18	O=C(O)C1C2C=CC(C2)C1C(=O)NCc1ccccn1 (configuration not stated)	6%	1%	/	/	2%	2%
19	O=C(NCCn1ccc2ccccc21)c1ccc(S(=O)(=O)N2CCCCC2)cc1	-20%	19%	-3%	-5%	-17%	?
20	COc1ccccc1C(=O)Nc1ccccc1N1CCN(S(C)(=O)=O)CC1	-24%	4%	-10%	-3%	?	0%
21	COc1cc(C(=S)N2CCOCC2)cc(OC)c1O	-7%	-4%	-1%	3%	-2%	?
22	Cc1ccc(NC(=O)C(C)Sc2nnc(-c3cccnc3)n2-c2ccccc2)cc1 (configuration not stated)	-1%	0%	-6%	-20%	?	-23%
23	COc1ccc(-c2csc(NC(=O)/C(N=Nc3ccccc3)=C(\C)O)n2)cc1	3%	4%	/	/	4%	18%
24	CNC(=S)Nc1ccc([N+](=O)[O-])cc1C	2%	-4%	-3%	-21%	6%	-13%
25	CCC(=O)NNc1ncnc2c1cnn2-c1ccccc1	0%	2%	-1%	-8%	?	?
26	Cc1cccc(NCN2C(=O)C3C4C=CC(C4)C3C2=O)c1 (configuration not stated)	-1%	0%	-5%	8%	0%	3%
27	C(=N\c1nccs1)/Nc1nccs1	4%	-2%	3%	19%	2%	1%
28	O=C(Nc1ccccc1)c1ccccc1CCc1ccccc1	-20%	4%	-7%	36%	-7%	-14%
29	CC(C)C(NS(=O)(=O)c1cccc2nsnc12)C(=O)N1CCn2c1nc1ccccc12 (configuration not stated)	-16%	1%	-1%	-10%	?	9%
30	CCN1C(=NCCCOC(C)C)N[C@@H](CCc2ccccc2)[C@H](C(=O)NCCCOC(C)C)[C@H]1C	-14%&7%	-1%	-8%	-52%[inhibitor]	?	?

cpd	TSHR antagonist	A-T KAP1 phos	Tb PFK inh	TCR act	ASM inhibitor
16	0	-4%	0%	3%	6%
17	-7	-1%	3%	/	7%
18	-3	-1%	-2%	/	/
19	7	/	0%	-3%	0%
20	7	/	-3%	-2%	-1%
21	8	-13%	-3%	0%	-1%
22	3	1%	-2%	-3%	17%
23	1	-5%	-2%	/	/
24	-12	0%	-16%	3%	-1%
25	3	-5%	-2%	8%	2%
26	3	2%	1%	/	-1%
27	-12	2%	-2%	-2%	0%
28	39	2%	18%	1%	-6%
29	9	9%	1%	-2%	1%
30	8&-2	-4%&7%	2%&-6%	0%	37%[activator]

Later entries.
cpd	SMILES	Eya2 phos inh	Mito fusion act	PTAP TSG101 blk	a7 integrin act	BCR signal inh	ELG1 DNA repair
31	CCc1csc(CCNC(=O)C2CCC(=O)N(CCc3cccc(F)c3)C2)n1 (configuration not stated)	-3%	2%	-4%	7%	-1%	-12%
32	[O-][n+]1c2ccccc2c2n1CCCN=C2c1ccc(Cl)cc1	-1%	5%	0%	8%	?	?
33	COc1ccc(C(=O)Nc2ccc(C)cc2C(=O)c2ccccc2)cc1	-12%	?	-1%	7%	?	?
34	Cc1ccc(C(c2nnnn2C(C)(C)C)N(Cc2ccco2)Cc2cccs2)cc1 (configuration not stated)	10%	-10%	1%	-27%	11%	-17%
35	Nn1c(SCC(=O)Nc2ccccc2)nnc1-c1cccnc1	6%	-1%	-2%	-24%	17%	15%
36	CC(NS(=O)(=O)c1ccc(Cl)cc1)C(=O)N1CCOCC1 (configuration not stated)	-7%	1%	0%	1%	3%	9%
37	Cc1ccc(Cc2c(C)nc3nc(SCC(=O)NCCCN4CCCCC4)nn3c2C)cc1	11%	-6%	-5%	10%	-8%	-17%

cpd	TSHR antagonist	A-T KAP1 phos	Tb PFK inh	TCR act	ASM inhibitor
31	50	5%	1%	1%	1%
32	-4	6%	0%	1%	1%
33	3	10%	-4%	1%[46.1 µM]	-14%
34	-3	-15%	4%	2%	1%
35	2	8%	1%	-3%	0%
36	6	-9%	2%	-5%	19%
37	-5	-3%	-4%	-1%	2%

Limited to TCR act and Tb PFK inh, for 2 of the compounds above:
entry | canonical_smiles | TCR act | Tb PFK inh
19 | O=C(NCCn1ccc2ccccc21)c1ccc(S(=O)(=O)N2CCCCC2)cc1 | -3% | 0%
10 | O=C1CSC(c2cccc(F)c2)N1c1ccccc1 (configuration not stated) | 0% | 3%

Assay outcomes from PubChem BioAssay.
